Screens (PubChem)
VLA-4 inh – inhibition in a human VLA-4 binding assay | P13612 | AID 2557 | VLA-4 expressing cells, ligand binding flow cytometry | inhibition, % (about 7 µM as worked out from the volumes in the protocol) | hit rate 0.2% among 330,000; in the data active = inhibition above about 50%
Target sequence (P13612 whole entry, looked up): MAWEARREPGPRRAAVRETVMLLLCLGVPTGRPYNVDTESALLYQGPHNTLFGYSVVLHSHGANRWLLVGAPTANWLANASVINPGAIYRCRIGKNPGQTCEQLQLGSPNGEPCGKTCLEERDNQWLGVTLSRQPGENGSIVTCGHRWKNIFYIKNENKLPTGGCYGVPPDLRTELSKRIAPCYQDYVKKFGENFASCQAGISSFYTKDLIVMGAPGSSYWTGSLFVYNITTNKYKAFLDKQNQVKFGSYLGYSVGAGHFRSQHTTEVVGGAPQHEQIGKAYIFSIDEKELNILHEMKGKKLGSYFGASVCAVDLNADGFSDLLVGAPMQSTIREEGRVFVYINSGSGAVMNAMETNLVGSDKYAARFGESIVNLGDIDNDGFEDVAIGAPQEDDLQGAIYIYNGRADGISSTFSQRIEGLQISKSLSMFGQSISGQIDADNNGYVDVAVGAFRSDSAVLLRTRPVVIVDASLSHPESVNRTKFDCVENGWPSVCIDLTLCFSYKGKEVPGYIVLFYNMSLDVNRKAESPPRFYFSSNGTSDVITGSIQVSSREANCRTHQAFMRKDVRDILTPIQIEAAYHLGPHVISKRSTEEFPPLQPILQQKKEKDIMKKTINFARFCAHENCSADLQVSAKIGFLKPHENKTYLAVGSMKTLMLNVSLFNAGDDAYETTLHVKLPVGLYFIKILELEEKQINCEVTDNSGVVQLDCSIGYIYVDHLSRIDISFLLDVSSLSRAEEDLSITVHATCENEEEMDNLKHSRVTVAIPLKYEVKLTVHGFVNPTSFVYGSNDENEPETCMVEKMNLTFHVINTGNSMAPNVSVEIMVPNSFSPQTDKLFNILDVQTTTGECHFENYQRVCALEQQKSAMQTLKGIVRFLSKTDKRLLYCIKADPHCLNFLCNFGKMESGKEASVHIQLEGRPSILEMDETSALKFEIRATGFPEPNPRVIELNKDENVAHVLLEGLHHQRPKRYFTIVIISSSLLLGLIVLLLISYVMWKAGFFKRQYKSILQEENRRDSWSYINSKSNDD
procasp7 counter – activates human procaspase-7, counter-screen for procaspase-3 activators; P55210; recombinant procaspase-7, Ac-DEVD-pNA absorbance 405 nm; D23A/D198A/D206A triple mutant, cannot self-cleave; scale: DMSO 0, 5 µM enzyme 100; activation, % at 8.5 µM; hit rate 0.093% among 330,000; AID 463210;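 active = percent activation above the screen-wide mean plus 3 SD, cut at about 25% in these data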
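System: Procaspase-7 triple mutant (PC-7 D3A); measure: % activation from two-timepoint absorbance difference, scaled to controls; times: 1 h compound preincubation, 2 h substrate cleavage, 25 °C; also added: Ac-DEVD-pNA substrate, 400 µM as added; measured by: Epi-absorbance of released pNA at 405 nm, two timepoints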
GASC-1 inh – blocks human GASC-1 demethylase activity. GST-JMJD2C(1-420) H3K9me3 demethylation, DELFIA europium. AID 2099. hit rate 0.069% among 330,000. inhibition, % at 2.35 µM. Q9H3R0;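 active = more than half of a compound's replicate wells show inhibition beyond 50%, single wells judged on their own value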;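 note: signal counts dimethyl H3K9 product captured on neutravidin plate; 0% = median of DMSO wells and 100% = 0.3 times that DMSO median; strong numbers were not always called active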
Fh CTSL1 inh – cathepsin L1 inhibition, PFM18AAP counter-screen. recombinant F. hepatica cathepsin L1, Z-Leu-Arg-MCA fluorescence. inhibition, % at 5.96 µM. hit rate 0.49% among 300,000. AID 1906;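 active = inhibition above the mean of all tested compounds plus 3 SD, set per screening campaign, cut at about 17% in these data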;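 note: 0% = plate median of test compound wells and 100% = 1 µM Z-Phe-Ala-diazomethylketone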
GRK2 aptamer HTS – inhibitors of human GRK2 displacing RNA aptamer; AID 488847; bead flow cytometry, FAM-aptamer displacement from GRK2; inhibition of aptamer binding, % at 10 µM; hit rate 0.59% among 330,000; P25098;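 active = inhibition of aptamer binding above 40%, roughly 3 SD of noise, on plates passing a quality check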;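 note: median bead fluorescence of bound FAM aptamer so fluorescent compounds give negative values; no value below 0 was filed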
proCasp3 act – procaspase-3 (human) activation | P42574 | recombinant procaspase-3 D3A, Ac-DEVD-pNA absorbance 405 nm | activation, % at 8.5 µM | hit rate 0.11% among 330,000 | AID 463141;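 active = activation above the mean of all tested compounds plus 3 SD, cut at about 21% in these data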;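 note: 0% = DMSO alone and 100% = DMSO wells spiked with extra 5 µM PC-3 D3A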
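Assay system: Autoprocessing-dead procaspase-3 D3A mutant enzyme; also added: Ac-DEVD-pNA; doses: one concentration, 8.5 µM nominal, 0.8% DMSO; times: 1 h compound preincubation, 2 h substrate hydrolysis at 25 °C; technique: 405 nm absorbance of p-nitroaniline, reads at 0 and 120 min; measure: % activation between DMSO and enzyme-spiked controls; repeats: single replicate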
PP5 inh – blocks human protein phosphatase 5 activity. AID 1987. inhibition, % at 6.7 µM. hit rate 0.18% among 320,000. P53041. purified PP5c, OMFP substrate fluorescence;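 active = inhibition above the campaign's mean inhibition across all tested compounds plus 3 SD, cut at about 9.5% in these data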;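 note: 0% = DMSO only and 100% = 100 µM cantharidin control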
PP1 inh – PP1-alpha (human) inhibition in PP5 counter-screen; hit rate 0.9% among 320,000; P62136; inhibition, % at 6.7 µM; purified PP1alpha, OMFP fluorescence;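 active = inhibition above the mean inhibition of all tested compounds plus 3 SD, computed separately for each screening campaign, cut at about 15% in these data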
core dimer inh – HCV core protein dimerization inhibition; TR-FRET GST/Flag-core106 dimerization, 1536-well; inhibition, % at 5 µM; hit rate 0.33% among 300,000; AID 1899;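 active = inhibition above the mean of all tested compounds plus 3 SD, set per screening campaign, cut at about 45% in these data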
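Assay system – GST-tagged and Flag-tagged HCV core protein residues 1-106 · Quantity – core106 proteins, GST 13.5 nM and Flag 17 nM · Benchmarks – unlabelled core106 and no-GST-core106 wells · Read-out basis – percent inhibition of core106 dimerization signal · Detection – time-resolved FRET, ex 340 nm, em 617 and 671 nm · Schedule – 4 h at 22.5 °C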
* marks the source's active call; other numbers are inactive results; / = no result given.

Sequence of screens – VLA-4 inh | procasp7 counter | GASC-1 inh | Fh CTSL1 inh | GRK2 aptamer HTS | proCasp3 act | PP5 inh | PP1 inh | core dimer inh
> O=C(NCCCN1CCCC1=O)c1cccc(C(F)(F)F)c1
→ 12 | 4 | 1 | -1 | 10 | 5 | 4.3 | -5 | 2
> CC1CCN(C(=O)CN2C(=O)C(C)(C)Oc3ccc(C(=O)NC(C)C)cc32)CC1
→ 18 | 5 | -38 | 2 | 3 | -4 | -0.3 | -2 | -5
> CC1=C(C(=O)OC(C)C)C(c2ccccc2)NC(=O)N1C (configuration not stated)
→ 25 | -5 | -9 | -7 | 6 | -2 | 1.7 | 0 | -3
> CCCCNC(=S)NC(=O)c1ccc([N+](=O)[O-])cc1
→ 9 | -5 | 0 | 0 | 2 | -4 | -0.6 | 2 | 5
> O=C(CN(c1ccc(F)cc1)S(=O)(=O)c1ccccc1)NCCSC1CCCCC1
→ 14 | 7 | -2 | 3 | 0 | -17 | 4.1 | -8 | -2
> Cc1ccc(NC(=S)NNC(=O)Cn2nc(C(F)F)cc2C(F)F)cc1
→ 0 | -1 | -4 | 0 | 1 | 0 | 0.2 | 0 | -5
> O=C(CN1C(=O)CC(c2ccccc2)Sc2ccccc21)NCC1CCCO1 (configuration not stated)
→ 4 | 6 | 16 | 0 | 1 | -4 | 1.8 | 2 | -5
> Cc1c(Cl)cccc1NC(=S)NCc1ccc(F)cc1
→ 14 | -22 | 5 | 1 | 2 | 10 | 2.8 | 0 | 17
> O=C(CNc1ccc2ccccc2c1)N/N=C/c1cc2ccccc2nc1Cl
→ -13 | -14 | -6 | 0 | 0 | -11 | 1.4 | 13 | 18
> COc1ccc(Nc2nc(N/N=C/c3ccc(N(C)C)cc3)nc(C)c2[N+](=O)[O-])cc1
→ -2 | -30 | -1 | 6 | 2 | -5 | 0.7 | 5 | 12
> O=C(CSc1n[nH]c(=O)[nH]c1=O)c1ccccc1
→ 3 | -2 | 6 | -3 | 0 | -6 | 2.3 | 1 | -6
> Cc1cccc(COCC(Cc2ccccc2)N2CCN(C(=O)c3ccc(C(F)(F)F)cc3)CCC2=O)c1 (configuration not stated)
→ -6 | -1 | 12 | 0 | 6 | -2 | 5.3 | 6 | -11
> CN1CCN(C2Cc3ccccc3Sc3ccc(Cl)cc32)CC1 (configuration not stated)
→ 10 | 2 | 10 | -2 | 0 | 6 | 2.8 | 3 | -4
> CCC(=O)Nc1nc(C)nc(C)c1C(C)=O
→ 14 | -7 | 0 | 1 | 0 | -8 | 0.0 | -2 | 1
> CCN(CC)CC(=O)Nc1ccc(/C(C)=N/NC2=NCCN2)cc1
→ -11 | 9 | 0 | -3 | 0 | 6 | -0.4 | -5 | 2

A stretch from further up, as a working copy:
Sequence of screens – VLA-4 inh | procasp7 counter | GASC-1 inh | Fh CTSL1 inh | GRK2 aptamer HTS | proCasp3 act | PP5 inh | PP1 inh | core dimer inh
> COc1ccc(Nc2nc(N/N=C/c3ccc(N(C)C)cc3)nc(C)c2[N+](=O)[O-])cc1
→ -2 | -30 | -1 | 6 | 2 | -5 | 0.7 | 5 | 12
> O=C(CSc1n[nH]c(=O)[nH]c1=O)c1ccccc1
→ 3 | -2 | 6 | -3 | 0 | -6 | 2.3 | 1 | -6
> Cc1cccc(COCC(Cc2ccccc2)N2CCN(C(=O)c3ccc(C(F)(F)F)cc3)CCC2=O)c1 (configuration not stated)
→ -6 | -1 | 12 | 0 | 6 | -2 | 5.3 | 6 | -11
> CN1CCN(C2Cc3ccccc3Sc3ccc(Cl)cc32)CC1 (configuration not stated)
→ 10 | 2 | 10 | -2 | 0 | 6 | 2.8 | 3 | -4
> CCC(=O)Nc1nc(C)nc(C)c1C(C)=O
→ 14 | -7 | 0 | 1 | 0 | -8 | 0.0 | -2 | 1
> CCN(CC)CC(=O)Nc1ccc(/C(C)=N/NC2=NCCN2)cc1
→ -11 | 9 | 0 | -3 | 0 | 6 | -0.4 | -5 | 2

Continued.
Sequence of screens – VLA-4 inh | procasp7 counter | GASC-1 inh | Fh CTSL1 inh | GRK2 aptamer HTS | proCasp3 act | PP5 inh | PP1 inh | core dimer inh
> CC1CC1C(=O)N1CCN(S(=O)(=O)c2cc(C(F)(F)F)cc(C(F)(F)F)c2)CC1 (configuration not stated)
→ 8 | 5 | -3 | / | 0 | 4 | 3.6 | 1 | /
> CCC(C)(C)NC(=O)CN(C(=O)CNS(=O)(=O)c1ccccc1)c1ccc2c(c1)OCCO2
→ -4 | -5 | 3 | 1 | 3 | 5 | -1.1 | -4 | 14
> COCCN1Cc2cccc(C(=O)Nc3ccc(C)cc3)c2C1=O
→ -8 | -6 | 10 | 1 | 1 | 3 | -3.1 | -4 | -4
> CCCNC(=O)N1CCCC(C(=O)c2cccc(Cl)c2)C1 (configuration not stated)
→ 4 | 11 | 5 | -3 | 1 | -6 | -0.7 | -2 | -14
> Cc1cc(C)cc(NC(=O)c2cccc3c2C(=O)N(C2CCCCC2)C3)c1
→ 2 | 11 | -17 | 0 | 8 | 3 | 0.1 | 0 | 5
> COCCNc1oc(-c2ccccc2Cl)nc1C#N
→ 2 | 4 | -2 | -5 | 0 | 11 | 2.2 | -4 | 1
> Cn1cccc1Cc1nnc(SCC(=O)N2CCCC2)n1CCc1ccccc1
→ -16 | -12 | -4 | -1 | 1 | -8 | 1.6 | -4 | 0
> Cc1ccccc1C(=O)Nc1cccc(C(=O)Nc2ccccc2C(=O)O)c1
→ 0 | -2 | -14 | 1 | 0 | 6 | 3.8 | 9 | -2
> COc1ccc(NC(C)=O)c(C)c1
→ 6 | 11 | -6 | -3 | 2 | 2 | -1.0 | 6 | -6
> CC1CCCCC1NC(=O)c1cn(C)c2ccc(S(=O)(=O)N3CCCC3)cc2c1=O (configuration not stated)
→ 28 | 3 | 0 | 3 | 0 | -6 | -0.6 | 2 | 3
> O=C(Nc1sc2c(c1C(=O)O)CCC2)c1cccc(Cl)c1
→ 0 | -17 | 19 | 1 | 0 | 5 | -0.1 | 3 | 2
> O=C(OCc1c(Cl)cccc1Cl)c1cccnc1Cl
→ 14 | 13 | -2 | 3 | 1 | 5 | 2.1 | 5 | -2
> CCOC(=O)N1CCN(S(=O)(=O)c2c(C)[nH]c(=O)[nH]c2=O)CC1
→ 2 | 4 | -7 | 0 | 3 | 1 | -0.6 | 1 | -11
> Cc1ccc(C(=O)C(C)Oc2cccc(NC(=O)c3ccco3)c2)cc1 (configuration not stated)
→ 12 | 1 | -3 | 1 | 0 | 1 | 5.4 | -1 | 8
> CCOC(=O)Cc1csc(NC(=S)NC(=O)c2ccccc2C)n1
→ 5 | -2 | 9 | 1 | 0 | 9 | 0.9 | -3 | 2

(list continues)
Compound | VLA-4 inh | procasp7 counter | GASC-1 inh | Fh CTSL1 inh | GRK2 aptamer HTS | proCasp3 act | PP5 inh | PP1 inh | core dimer inh
Cc1cc(OCc2ccc(C(=O)NN=C3CCCC3)cc2)ccc1Cl | 9 | -2 | 10 | -4 | 0 | -12 | 5.4 | -1 | 4
O=CNNC(=O)c1cccc([N+](=O)[O-])c1 | 6 | -1 | -15 | 1 | 1 | -4 | 0.9 | 0 | -3
CCCCc1cc(=O)oc2c(C)c(OCC(=O)N3C[C@H]4C[C@@H](C3)c3cccc(=O)n3C4)ccc12 | 42 | -3 | 1 | -2 | 1 | 12 | 5.3 | 17* | 0
N=c1sccn1CC(=O)Nc1cccc(S(N)(=O)=O)c1 | 19 | 11 | 6 | 1 | 0 | 12 | -1.4 | 0 | -3
CC(=O)N1CCC(C(=O)NC2CC(C)(C)Cc3c2cnn3-c2ccc(F)cc2)CC1 (configuration not stated) | 2 | -2 | 3 | 0 | 0 | 8 | 3.1 | -6 | 3
Cc1cc2oc(=O)cc(CN3CCN(C/C=C/c4ccccc4)CC3)c2cc1O | -4 | 7 | -28 | 1 | 1 | -8 | -0.5 | 1 | 0
N#CCCN(C(=O)COc1ccc(Br)cc1F)c1ccc(F)cc1 | 3 | 2 | -6 | -2 | 13 | -5 | -0.1 | 0 | 1
CC(C)CN(C(=O)COC(=O)C1CC1)c1c(N)n(Cc2ccccc2)c(=O)[nH]c1=O | 5 | -2 | 0 | -7 | 1 | 6 | 0.6 | -8 | -7
CCN(CC(=O)NCc1ccc(F)cc1)C(=O)C(C)Oc1cccc(Cl)c1 (configuration not stated) | 5 | 0 | 3 | / | 79* | 0 | 0.1 | -2 | /
S=c1[nH]c(-c2ccccc2)cn1/N=C/c1cccs1 | 8 | -41 | 4 | 2 | 1 | -7 | 2.7 | -3 | -2
Cc1ccc(NC(=O)NC(=O)COc2c(F)c(F)cc(F)c2F)c(C)c1 | -368 | -3 | 0 | / | 1 | 6 | / | / | /
O=C(CSc1ccc(-c2ccccn2)nn1)c1ccc([N+](=O)[O-])cc1 | 8 | -15 | -14 | 0 | 2 | -3 | -2.0 | 6 | 9
O=[N+]([O-])c1ccc(S(=O)(=O)Nc2nnc(C(F)(F)F)s2)cc1 | 5 | 8 | 2 | -1 | 5 | -4 | 1.7 | 0 | 4
CC1CN(c2ccc([N+](=O)[O-])cc2Cl)CCN1S(C)(=O)=O (configuration not stated) | 10 | -35 | 6 | 2 | 0 | -7 | -2.1 | -1 | 2
CC(NC(=O)c1ccccc1O)c1ccccc1 (configuration not stated) | 6 | 10 | -8 | 1 | 0 | 8 | -0.8 | -1 | -2
Cn1c(OCc2cccnc2)nc2c1c(=O)n(Cc1ccccc1)c(=O)n2C | 2 | 6 | 8 | 1 | 0 | 3 | -0.1 | -5 | 2
COc1ccc(NC(=O)/C(=C\c2ccc(OC)c(OC)c2)NC(=O)c2ccco2)cc1 | 18 | 17 | -3 | 3 | 2 | 11 | 1.0 | 0 | 1
O=C(NCc1ccccc1)C1CCCN(c2cnccn2)C1 (configuration not stated) | 25 | -7 | -19 | -1 | 1 | 3 | 2.4 | -1 | -5
COc1ccc(CC(=O)OCC(=O)Nc2ccc3[nH]c(=O)[nH]c3c2)cc1 | -13 | -3 | 26 | -1 | 0 | 3 | -0.2 | -4 | -1
Cc1ccc(NC(=O)c2ccc(-c3nn(C)c(=O)c4ccccc34)cc2)cc1 | -8 | -2 | 12 | 2 | 0 | 3 | 1.2 | -3 | 5
Cn1ccnc1-c1nnn(-c2ccc(Cl)c(Cl)c2)n1 | 31 | 10 | -1 | 0 | 6 | 4 | 0.7 | 0 | 7
